D1 ag – activates the human D1 dopamine receptor. activation, % at 2 µM. 360,000 compounds, 1% hits. HEK293 T-REx D1 cells, calcium flux, agonist mode. P21728; in the data active = activation above about 30%; also: 0% is about no effect
Target sequence (P21728 whole entry, looked up): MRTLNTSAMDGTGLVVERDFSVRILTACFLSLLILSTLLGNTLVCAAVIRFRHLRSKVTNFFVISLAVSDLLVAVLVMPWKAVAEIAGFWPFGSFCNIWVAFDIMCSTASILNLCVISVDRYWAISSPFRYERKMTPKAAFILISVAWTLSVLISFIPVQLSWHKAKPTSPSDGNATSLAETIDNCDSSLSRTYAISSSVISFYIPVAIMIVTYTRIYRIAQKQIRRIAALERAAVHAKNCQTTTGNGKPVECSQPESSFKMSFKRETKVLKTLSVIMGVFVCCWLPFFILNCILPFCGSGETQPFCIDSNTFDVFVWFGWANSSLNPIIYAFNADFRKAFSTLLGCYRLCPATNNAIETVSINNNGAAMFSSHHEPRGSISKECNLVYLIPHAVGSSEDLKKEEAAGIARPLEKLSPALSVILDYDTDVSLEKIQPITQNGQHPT
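Agonism was scored from calcium flux recorded over 180 s (1 read/s) after pintool compound addition, following a 10-cycle baseline. Cells were inducible force-coupled HEK293 TREx D1, plated overnight at 30 C and loaded with no-wash calcium dye.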
D2 PAM – positively modulates the human D2 dopamine receptor allosterically | HEK293 T-REx D2, calcium flux, EC20 dopamine potentiation | potentiation, % at 10 µM | AID 485347 | 340,000 compounds, 0.34% hits | P14416;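 active = potentiation over 3 SD above the plate norm, cut at about 30% in these data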; also: 0% is about no effect
Target sequence (P14416 whole entry, looked up): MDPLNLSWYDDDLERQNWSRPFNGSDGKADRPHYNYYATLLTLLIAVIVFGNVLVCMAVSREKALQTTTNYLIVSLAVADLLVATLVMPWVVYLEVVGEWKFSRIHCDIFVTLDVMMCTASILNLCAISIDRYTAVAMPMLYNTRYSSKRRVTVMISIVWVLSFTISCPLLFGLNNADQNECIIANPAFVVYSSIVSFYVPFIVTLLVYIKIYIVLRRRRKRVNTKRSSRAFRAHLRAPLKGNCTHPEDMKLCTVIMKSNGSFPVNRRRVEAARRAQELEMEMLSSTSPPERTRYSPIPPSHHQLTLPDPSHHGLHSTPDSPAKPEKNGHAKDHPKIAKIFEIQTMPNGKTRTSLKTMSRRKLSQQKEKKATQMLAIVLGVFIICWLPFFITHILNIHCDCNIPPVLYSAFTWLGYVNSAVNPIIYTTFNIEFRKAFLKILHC
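Calcium flux readout, no-wash dye, 1 read/s. Inducible HEK293 Trex D2 line, overnight 30 C. Compound alone 180 s (agonist flags), then EC20 dopamine, another 180 s to score potentiation.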
D1 PAM – potentiators of human D1 dopamine receptor; potentiation, % at 10 µM; HEK293 TREx D1 cells, calcium flux, dopamine EC20 potentiation; 360,000 compounds, 0.036% hits; AID 504651; P21728; in the data active = potentiation above about 30%; also: 0% is about no effect
RXFP1 agonist – RXFP1 (human) receptor agonism; HEK293T-RXFP1 cAMP TR-FRET, 30 min; response scale: percent of porcine relaxin response, buffer zero; 370,000 compounds, 0.3% hits; Q9HBX9; Potency, µM (series often up to 57.5 µM), inactives show top-dose activation, usual class: activators; also: potency is read from the fitted curve at half-maximal effect; % is scaled to controls: 0 for no effect and ±100 for the full control effect; nearly all actives have a fitted effect of over 60% in size; many of its hits are not listed in these tables
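HEK293T cells stably expressing RXFP1 were pretreated with the PDE4 inhibitor Ro 20174, exposed to compounds for 30 min at 37C, lysed, and cAMP was read by TR-FRET. Data normalized to buffer (basal) and 29 nM porcine relaxin (100%).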
RXFP1 antagonist – RXFP1 (human) relaxin receptor antagonism; 350,000 compounds, 0.59% hits; HEK293-RXFP1, relaxin-stimulated cAMP HTRF, 30 min; hits give low values; activity change, negative = inhibition, % at 57.5 µM; Q9HBX9; AID 1259400;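 active = activity change of -60% or lower, but not beyond a set lower limit; inconclusive = change between -60% and -40%, or beyond the set limit; inactive = change above -40%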; also: % is scaled to controls: 0 for no effect and ±100 for the full control effect
TRHR enhancer – TRH receptor (human) allosteric enhancement | TRHR cells, fluo-8 calcium fluorescence, EC20 TRH enhancement | P34981 | enhancement, % at 2 µM | 360,000 compounds, 0.66% hits; in the data active = enhancement above about 30%; also: 0% is about no effect
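Enhancer read-out: after compound pinning and an initial kinetic agonist-mode read, an EC20 of TRH (10 nM final) was injected and fluo-8 calcium signal (Ex 480/Em 530) followed at 1 s/cycle for 100 cycles in TRHR-expressing cells.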
Apoferritin bind – candidate novel general anesthetic via apoferritin binding | apoferritin/1-aminoanthracene competitive binding, fluorescence | Potency, µM (series often up to 77.5 µM), without a hit: top-dose activity change, negative = displacement, actives largely listed as inhibitors | 350,000 compounds, 0.074% hits; also: potency is read from the fitted curve at half-maximal effect; % is scaled to controls: 0 for no effect and ±100 for the full control effect; nearly all actives have a fitted effect of over 20% in size
Target sequence (P02791 2-175 limits assumed): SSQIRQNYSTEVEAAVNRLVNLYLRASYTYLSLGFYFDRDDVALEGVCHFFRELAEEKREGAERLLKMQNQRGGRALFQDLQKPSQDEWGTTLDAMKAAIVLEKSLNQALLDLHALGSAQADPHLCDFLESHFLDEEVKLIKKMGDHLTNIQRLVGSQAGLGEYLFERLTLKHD
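Probe: 1-aminoanthracene (50% saturated, PBS). Protein: horse-spleen apoferritin, 10 uM. Incubation: 10 min, room temperature. Detection: 380 nm excitation, 535 nm emission. Analysis: normalized response, four-parameter Hill.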
D1 antag – human D1 dopamine receptor antagonism. HEK293 TREx D1 cells, calcium flux, dopamine EC80; hits give low values. activity change, negative = inhibition, % at 10 µM. P21728. AID 504652. 360,000 compounds, 3.2% hits; in the data active = activity change below about -30%; also: % is scaled to controls: 0 for no effect and ±100 for the full control effect
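Calcium flux readout: force-coupled, inducible Hek293 Trex D1 line, cells induced overnight at 30 C with tetracycline, dye-loaded 30–90 min at RT. Antagonism scored against EC80 dopamine challenge given 180 s after compound.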
TRHR ag – TRH receptor (human) agonism. P34981. TRHR cells, calcium flux fluo-8, FDSS agonist mode. activation, % at 2 µM. 360,000 compounds, 0.18% hits. AID 493084; in the data active = activation above about 30%; also: 0% is about no effect
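Read-out: compound-evoked intracellular calcium rise in TRHR cells, fluo-8 dye, kinetic FDSS fluorescence at 1 s/cycle following a 10-cycle baseline. Cells cultured overnight before dye loading (30 min–1.5 h, RT).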
The depositor's hits bear a star; ? = inconclusive; · = no result given; & = joins results of further samples; [ ] = another dose, or the depositor's remark. Unless noted, calls follow the shape of the dose curve; as a rule, active = well fitted curve in the direction sought with a large enough effect; inconclusive = small, poorly fitted or top-dose-only effect, or another doubt; inactive = no such curve, though single readings can be large; an effect the other way counts as inactive or inconclusive. These rows are one share of the data; the hit share may differ from the screen's.

SMILES	D1 ag	D2 PAM	D1 PAM	RXFP1 agonist	RXFP1 antagonist	TRHR enhancer	Apoferritin bind	D1 antag	TRHR ag
Cc1ccc(NC(=O)CN(C)C(=O)CCSc2ccc(F)cc2)cc1	0	13	-6	3.2%	1	4	·	22	-0.2
CCCN(CCC)CCNC(=O)c1cn(C)c(=O)c2c1c1ccccc1n2C	0	-6	0	1.7%	-3	2	3%	-2	-0.2
Cc1ccc(C(=O)Nc2ccc(-c3cn4cccnc4n3)cc2)cc1C	3	-5	-2	8.6%	·	-2	79%[activator]	-14	-0.8
NC(=O)C1CCN(C(=O)/C=C/c2cccc(Br)c2)CC1	1	16	-3	-0.8%	-10	-2	-11%	-3	-0.3
COC(=O)c1ccc(NC(=S)NC(=O)C2CCC2)cc1	1	-6	-4	0.2%	-4	16	-12%	6	0.2
CCOC(=O)N1CCN(C(=O)CCC(=O)c2ccc(OCC)cc2)CC1	0	-7	-4	-5.1%	-11	-1	2%	3	-0.4
O=C(Cc1ccc(F)cc1)Nc1cccc(-c2cn3c(n2)SCC3)c1	3	0	3	-1.3%	-16	-1	-12%	-12	0.2
COc1cccc(CNc2nc3ccc(C)cc3n3cnnc23)c1	1	-1	-6	0.1%	2	8	8%	-2	0.4
CCCOc1ccc2ccccc2c1/C=C1\SC(=O)NC1=O	3	-3	6	-2.9%	7	4	-15%	-12	0.0
CCc1cccc(C)c1NC(=O)Cn1cc2c(n1)CCCCC2	8	-7	-2	-2.3%	2	-10	-10%	-11	-0.7
COc1ccccc1N1CCN(/N=C/c2ccc(C(=O)O)cc2)CC1	1	11	0	1.0%	10	-5	-6%	1	-0.3
CN(Cc1ccccc1)c1ccc(S(=O)(=O)N2CCC(C(=O)O)CC2)cc1[N+](=O)[O-]	1	13	5	0.5%	4	-6	-5%	-3	1.3
O=S(=O)(c1ccc(Br)cc1)c1nc(-c2cccs2)oc1SCc1ccccc1F	16	-11	1	0.1%	-14	-3	-8%	-3	1.0
Cc1cc(NC(=O)/C=C/C(=O)N(CC(=O)NC2CCCC2)c2ccc(F)cc2)no1	1	2	-3	0.8%	3	-20	-7%	4	0.1
COc1ccc(Cc2noc(CN(C)CC3(N4CCOCC4)CCCCC3)n2)cc1OC	24	-10	-5	0.8%	6	1	-10%	10	0.9
CC(Sc1nc(N)cc(=O)[nH]1)C(=O)Nc1nc2c(s1)CCCC2 (centres undefined)	3	-8	-7	1.8%	-19	-10	2%	-41*	0.2
CCOc1ccc(NC(=S)NCCN2CCN(Cc3ccccc3)CC2)cc1	6	-29	-12	-0.6%	-2	0	-8%	-13	0.5
CN1CCC(OC(=O)COc2ccc(C(C)(C)C)cc2)CC1	4	-5	0	0.0%	-11	5	-19%	9	0.7
CCn1c(SCC(=O)Nc2ccc(N(C)C)cc2)nnc1C1CC1	0	10	-8	1.0%	-12	8	-2%	-12	-0.6
O=C(NCCCCNC(=O)C1CCCC1)C1CCCC1	0	-8	3	0.5%	0	-3	-3%	-17	-0.2
CC(C)(C)c1csc(NNC(=O)c2ccc(Br)cc2)n1	3	-9	0	0.7%	-61*	-1	-20%	-10	-0.2
COC(=O)C(N)Cc1ccc(OC)c([N+](=O)[O-])c1 (centres undefined)	1	-6	0	-0.9%	-6	4	2%	-21	0.4
O=C(NCCCn1ccnc1)/C(=C\c1cccnc1)NC(=O)c1ccco1	3	3	5	-0.4%	6	-2	0%	-27	0.3
O=C(Nc1ccc(-c2cscn2)cc1)C1CCCN(Cc2ccccc2)C1 (centres undefined)	9	-6	-4	-0.7%	18	-1	1%	-17	0.2
O=C(NCc1cccnc1)C1CCN(S(=O)(=O)c2cccnc2)CC1	-1	12	0	0.0%	-5	-2	-5%	11	-0.6
Cc1ccc2[nH]c(=O)c(CN(Cc3ccc4c(c3)OCO4)Cc3nnnn3C3CCCC3)cc2c1	3	-9	-5	5.8%	1	-1	?	5	-0.1
Cc1cc(C)c(C#N)c(Nc2ccccc2)n1	0	-9	-3	-2.5%	3	-9	60%[activator]	6	0.5
O=c1[nH]c(C2CCCN(S(=O)(=O)c3ccccc3)C2)nc2c1nnn2Cc1ccc2c(c1)OCCO2 (centres undefined)	3	-2	0	0.0%	5	2	-15%	0	0.5
CCOC(=O)C1=C(C)NC(C)=C(C(=O)OCC)C1C(=O)OCC(=O)N1CCC(C)CC1	1	-7	-4	3.6%	-18&-2	-3	0%	-3	-1.1
O=C(CCn1c(=O)[nH]c2ccsc2c1=O)N1CCN(c2ccc([N+](=O)[O-])cc2)CC1	4	2	5	5.1%	-24	36*	-2%	-2	0.1
COc1ccc(C)cc1NC(=O)CN1CCN(S(=O)(=O)c2ccc(Br)cc2)CC1	5&0	2&-18	-3&-1	0.4%&-1.3%	-15&-7	-2&-4	-8%&-9%	-13&1	-0.2&0.2
O=C(CCCN1C(=O)/C(=C\c2cccs2)SC1=S)Nc1ccccn1	1	10	0	-0.9%	-8	-16	-8%	-23	-0.7
Cn1c(N=Nc2ccccc2)nc2ccccc21	6	1	-1	-0.8%	11	-15	?	0	-1.5
C/C(=N\NC(=O)CCc1c[nH]c2ccccc12)c1ccc([N+](=O)[O-])cc1	6	·	-8	2.2%	2	1	-24%	-22	2.1
CC(=O)Oc1oc(-c2ccccc2)nc1C=Nc1ccc(N(C)C)cc1	3	3	-3	-1.1%	-9	-3	-11%	-14	0.9
COCCNC(=O)C1CCN(S(=O)(=O)N2CCC3(CC2)OCCO3)CC1	2	-3	-9	3.5%	-8	5	-5%	4	0.5
CC(C)N1CCc2c(sc(NC(=O)CN3C(=O)c4ccccc4C3=O)c2C(N)=O)C1	1	-3	0	1.3%	5	2	-12%	3	0.0
CN1CCN(S(=O)(=O)c2ccc(N)cc2)CC1	1	3	-5	-2.6%	·	-8	2%	-10	0.4
CCN1/C(=N\N)c2cccc3cccc1c23	5	0	7	0.0%	-2	0	-15%	-13	2.2
Nc1nc(C23CC4CC(CC(Cl)(C4)C2)C3)cs1	4	-1	19	-4.5%	-12	-2	?	8	0.1
CC1(C)CC2(CC(c3ccccc3F)c3ccc(O)c(O)c3O2)NC(=S)N1 (centres undefined)	1	9	-2	-1.0%	-76*	2	-5%	-1	-0.7
Cc1ccc(OCC(=O)Nc2c3c(nn2C(C)(C)C)CS(=O)(=O)C3)cc1	3	-1	-3	-1.3%	1	3	-4%	23	0.0
CCCc1c(C(=O)OCC)sc(N)c1C#N	10	18	6	-2.7%	22	8	-1%	-11	-1.9
CCOC(=O)c1cccc(NC(=O)C2(S(=O)(=O)c3ccc(C)cc3)CC2)c1	-2&4	-3&1	-1&-10	4.8%&0.2%	1&-2	0&8	-10%&-6%	-16&10	-0.2&-3.1
Cc1cccc(C(=O)N2CCCC(CCC(=O)N3CCN(c4ccccn4)CC3)C2)c1C (centres undefined)	7	0	3	2.4%	9	-7	-6%	-15	1.3
COc1ccc(OC)c(NC(=O)CSc2nncc3ccc(OC)c(OC)c23)c1	8	14	4	0.9%	3	7	-6%	3	-0.9
c1ccc(-c2csc3ncnc(N4CCc5ccccc5C4)c23)cc1	9	-3	-1	0.0%	-29	6	1%	12	-0.1
COc1cccc(N2CCN(C(=O)c3cnn(-c4ccccc4Cl)c3C3CCN(C(=O)OC(C)(C)C)CC3)CC2)c1	1	5	-5	1.3%	-24	-6	?	-49*	-0.2
O=C(Cn1[nH]c(=O)c2ccccc2c1=O)Nc1ccc2c(c1)CCC2	0	-11	-4	0.5%	0	-8	?	-1	-0.4
O=C(CSc1nnc(-c2ccccc2)o1)c1nnc(-c2ccccc2)o1	3	-5	-8	12%	-1	1	-20%	-1	1.1
Continued.
SMILES	D1 ag	D2 PAM	D1 PAM	RXFP1 agonist	RXFP1 antagonist	TRHR enhancer	Apoferritin bind	D1 antag	TRHR ag
COCC(=O)N1CCC(Oc2ccc(C(=O)N(C)C3CCCCC3)cc2)CC1	4	-1	-1	2.0%	-2	-1	-5%	-7	0.4
Cc1ccc2c(c1)N(S(=O)(=O)c1ccc3c(c1)NC(=O)CC(=O)N3)CCO2	4&1	11&10	-6&-4	1.7%&1.5%	-10&-25	-3&-6	-12%&-15%	-16&7	0.6&0.2
CCSc1nc2c(c(=O)[nH]1)C(c1cccnc1)C(C(=O)OC(C)C)=C(C)N2 (centres undefined)	-2	-4	-1	-0.2%	-9	-3	-10%	-6	0.0
O=C(/C=C/c1ccc(F)cc1)NCCCN1CCN(CCCNC(=O)/C=C/c2ccc(F)cc2)CC1	-1	-21	-6	-0.9%	-15	2	-4%	-25	-0.5
O=C1c2ccccc2C(Nc2cccnc2)N1Cc1ccccc1Cl (centres undefined)	1	1	-5	-0.7%	-2	33*	-10%	-12	-0.7
CCCc1cc(N2CCOCC2)n2ncc(-c3ccccc3)c2n1	1	4	-2	-0.4%	-12	30	86%[activator]	-1	0.6
c1ccc(COc2ccc(OCCCCN3CCCCC3)cc2)cc1	42*	-11	-5	0.1%	-7	10	?	-35*	2.7
O=S(=O)(NCc1ccc(Cl)cc1Cl)c1ccc(N2CCOCC2)nc1	0	16	-3	7.0%	34	14	2%	-7	0.1
COc1cc(C(=O)NCCN2C(=O)S/C(=C\c3ccc(F)cc3)C2=O)ccc1OCC(=O)N1CCOCC1	1	-3	-2	2.8%	11	8	-8%	10	-0.2
Cn1c(N/N=C/c2cc3ccccc3nc2Cl)nc2ccccc21	-2	1	-8	1.0%	18	6	-13%	-6	0.3
COc1ccc(C(CCN(Cc2ccc(OC)c(OC)c2)C(=O)CCl)c2ccccc2)cc1 (centres undefined)	4	·	-2	-1.8%	-15	-1	-12%	0	-0.6
CCc1nc2sc3c(Cl)ncnc3c2c2c1CCCC2	1	0	1	?	-4	0	-6%	-4	0.7
Cc1ccc(CNS(=O)(=O)NCc2ccccc2F)cc1	1	-6	-7	1.0%	1	-6	-6%	-21	-0.4
COCCNC(=O)CN(C(=O)CCC(=O)Nc1nccs1)c1ccc2c(c1)OCO2	3	13	-2	4.3%	-10	22	3%	1	0.2

Entries of single compounds, quoted from the list. Screens in order: D1 ag	D2 PAM	D1 PAM	RXFP1 agonist	RXFP1 antagonist	TRHR enhancer	Apoferritin bind	D1 antag	TRHR ag
`COc1ccc(C(CCN(Cc2ccc(OC)c(OC)c2)C(=O)CCl)c2ccccc2)cc1` (centres undefined) as listed: 4	·	-2	-1.8%	-15	-1	-12%	0	-0.6
`Cc1ccc(CNS(=O)(=O)NCc2ccccc2F)cc1` as listed: 1	-6	-7	1.0%	1	-6	-6%	-21	-0.4

Screening results: PubChem, National Center for Advancing Translational Sciences (NCATS)
